miR122 inh: blocks miR-122 activity in Huh7 sensor cells. Huh7 miR-122 Renilla luciferase sensor, 48 h; neutral wells = 0, positive control = 100. activation (reporter increase), % at 12.5 µM. actives 0.3% (n = 340,000). AID 602342;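 active = mean replicate activation score at least 90 and every replicate individually at or above 90; inconclusive = only one of the two criteria met; inactive = neither criterion met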;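 also: higher luciferase means less miR-122 activity so hits act as miR-122 inhibitors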
E-sel inducer: induces E-selectin expression in human endothelial cells; HUVEC E-selectin immunofluorescence imaging; normalized: neutral wells 0, TNF-alpha wells 100; activation, % at 7.58 µM; P16581; AID 686992; actives 0.37% (n = 260,000);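 active = mean E-selectin-positive cell signal at least 10% of the positive control, reached in at least 60% of replicates, without over 20% cell loss; inconclusive = no rule given, readout overlaps actives, possibly toxicity-flagged; inactive = the rest, including those meeting only one limit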;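 also: in these data hits start at about 27%; measured in HUVEC primary endothelial cells; signal is the percent of cells scored E-selectin positive by PE staining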
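Read-out basis: % PE-positive cells; Test system: HUVEC primary endothelial cells; Technique: immunofluorescence imaging; Dosing: single-point compound dose.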
RAD52 anneal inh: inhibitors of human RAD52 DNA annealing. P43351. recombinant RAD52 DNA annealing, FRET fluorescence. inhibition, % at 18.7 µM. actives 0.46% (n = 360,000). AID 651710;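 active = every replicate showing at least 50% inhibition; inconclusive = mean inhibition at least 50% but not in every replicate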
ERAP1 inh: blocks human ERAP1 aminopeptidase activity; inhibition, % at 10.7 µM; Q9NZ08; actives 0.15% (n = 340,000); recombinant ERAP1, Leu-AMC fluorescence, 60 min;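 active = mean replicate inhibition of at least 30%, or all replicates individually reaching that 30% level; inactive = mean below 30% and not every replicate reaching it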;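 also: 0% = neutral control wells and 100% = L-leucinethiol positive control wells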
Target sequence (Q9NZ08 whole entry, looked up): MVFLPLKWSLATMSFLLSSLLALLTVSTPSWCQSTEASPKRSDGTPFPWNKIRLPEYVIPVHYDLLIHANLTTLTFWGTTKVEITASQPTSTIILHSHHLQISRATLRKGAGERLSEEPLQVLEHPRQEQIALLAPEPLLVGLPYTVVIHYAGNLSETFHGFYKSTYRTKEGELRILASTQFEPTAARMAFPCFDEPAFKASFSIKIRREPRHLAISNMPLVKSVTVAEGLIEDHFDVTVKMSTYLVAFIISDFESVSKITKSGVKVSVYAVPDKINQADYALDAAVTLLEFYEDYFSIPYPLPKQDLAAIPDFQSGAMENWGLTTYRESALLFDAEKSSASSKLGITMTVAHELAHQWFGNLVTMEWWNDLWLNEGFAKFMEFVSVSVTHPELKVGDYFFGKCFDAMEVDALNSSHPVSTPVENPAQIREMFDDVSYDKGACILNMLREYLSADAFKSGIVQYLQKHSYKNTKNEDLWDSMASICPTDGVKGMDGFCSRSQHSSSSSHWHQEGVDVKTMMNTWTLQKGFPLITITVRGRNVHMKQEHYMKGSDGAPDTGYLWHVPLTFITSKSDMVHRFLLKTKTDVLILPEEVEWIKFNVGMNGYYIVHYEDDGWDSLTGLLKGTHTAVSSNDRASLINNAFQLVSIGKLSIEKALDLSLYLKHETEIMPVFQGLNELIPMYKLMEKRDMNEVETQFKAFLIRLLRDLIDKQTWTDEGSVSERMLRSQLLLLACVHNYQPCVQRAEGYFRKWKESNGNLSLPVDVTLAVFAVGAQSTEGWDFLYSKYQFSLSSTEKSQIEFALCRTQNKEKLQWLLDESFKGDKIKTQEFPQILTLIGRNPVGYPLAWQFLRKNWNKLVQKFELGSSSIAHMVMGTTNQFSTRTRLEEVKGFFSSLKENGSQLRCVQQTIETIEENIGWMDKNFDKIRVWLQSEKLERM
Cneo AK release: causes C. neoformans cell lysis; adenylate kinase release luminescence, 4 h; normalised: neutral wells 0, clomiphene wells 100; lysis activity, % at 15 µM; actives 0.2% (n = 360,000); AID 651654;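 active = mean lysis activity across replicates of at least 80%, whatever share of replicates individually reach that level; inactive = mean lysis activity below 80%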
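Material – Cryptococcus neoformans yeast cells · Quantity – 5 × 10^6 yeast cells/mL · Buffer or medium – YPD medium · Compound – single dose · Timing – 4 h static compound exposure, 37 °C, read 1 h post-reagent · Signal – adenylate kinase release luminescence · Read-out basis – lysis from increased AK signal · Benchmarks – Clomiphene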
PGC1a acetyl inh: PGC1a acetylation modulation, inhibitor mode; U2OS PGC1a acetylation, AlphaScreen anti-acetyl-lysine; with virally co-expressed GCN5 acetyltransferase; inhibition, % at 15.6 µM; actives 0.17% (n = 350,000);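 active = every replicate shows inhibition of at least 40%; inconclusive = mean inhibition at least 40% but some replicate below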;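 also: 0% = neutral control wells and 100% = positive control wells; some results beyond the cut were filed as inactive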
RAD54 inh: RAD54 (human) branch migration inhibition; inhibition, % at 10.4 µM; actives 0.14% (n = 360,000); RAD54 Holliday junction branch migration, FAM/BHQ fluorescence;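 active = mean normalized replicate activity at least 40 and at least half of replicates scoring 40 or more; inconclusive = only one of the two criteria met; inactive = mean below 40 and under half of replicates reaching 40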;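 also: 0% = median of neutral control wells and 100% = median of positive control wells; inhibitors cause a drop in the FAM fluorescence signal; in these data hits start at about 50%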
PglD DTNB: PglD (C. jejuni) enzyme inhibition | actives 0.098% (n = 360,000) | AID 602405 | inhibition, % at 12.5 µM | purified PglD enzyme, DTNB colorimetric CoA detection; in the data active = inhibition above about 16%, passing the limit was not always enough; inconclusive = no clear call, values can overlap the other calls; also: strong numbers were not always called active
Numbers without * were called inactive; & = joins results of further samples; [ ] = dose if it differs, or a comment.

Screening O=C(NCC[C@H]1CC[C@H](NC(=O)C2CC2)[C@H](CO)O1)c1ccc(F)cc1 returned E-sel inducer -0.2, RAD52 anneal inh 2, ERAP1 inh -1, Cneo AK release 1, PGC1a acetyl inh 8, RAD54 inh -1 and PglD DTNB 10.
Screening COc1ccc(NC(=O)CC2SC(N3CCOCC3)=NC2=O)c(OC)c1 (stereo not drawn) returned miR122 inh -4, E-sel inducer 1.3, RAD52 anneal inh -16, ERAP1 inh -3, Cneo AK release -1, PGC1a acetyl inh 2, RAD54 inh -1 and PglD DTNB 1.
For C=CCCC(=O)Nc1ccc(COC(=O)N2CCOCC2)cc1 the results were miR122 inh 0, Cneo AK release 3, PGC1a acetyl inh -10, RAD54 inh -8 and PglD DTNB 0.
COCC(=O)N(C)C[C@H]1Oc2ncc(C#Cc3ccccc3)cc2C(=O)N([C@@H](C)CO)C[C@H]1C was read as miR122 inh -4[16.7 µM], E-sel inducer -0.1, RAD52 anneal inh -17, ERAP1 inh 2, Cneo AK release -2, PGC1a acetyl inh 2, RAD54 inh 12 and PglD DTNB -1.
Screening COc1ccc(C(=O)N/C(=C\c2cn(C)c3ccccc23)C(=O)NCCN2CCOCC2)cc1OC returned miR122 inh -8, RAD52 anneal inh -18, ERAP1 inh 2, Cneo AK release -1, PGC1a acetyl inh -3, RAD54 inh -13 and PglD DTNB 1.
Screening COc1ccc(S(=O)(=O)N(C)C[C@@H]2Oc3ccc(NC(=O)Nc4c(C)noc4C)cc3C(=O)N([C@H](C)CO)C[C@@H]2C)cc1 returned miR122 inh 2[16.7 µM], E-sel inducer inconclusive, RAD52 anneal inh 3&-60, ERAP1 inh -2&3, Cneo AK release -3&-1, PGC1a acetyl inh -5&43, RAD54 inh 6&1 and PglD DTNB -2&-2.
c1ccc2c(CSc3nnc(-c4ccncc4)o3)cccc2c1 was read as miR122 inh -1, E-sel inducer 0.3, Cneo AK release 1, PGC1a acetyl inh 8, RAD54 inh -7 and PglD DTNB 3.
CC(=O)NC12CC3CC(C1)CC(C(=O)N1CCN(S(=O)(=O)c4cccs4)CC1)(C3)C2 was read as miR122 inh -6, RAD52 anneal inh -2, ERAP1 inh 3, Cneo AK release 0, PGC1a acetyl inh -2, RAD54 inh -2 and PglD DTNB 0.
Screening CCOC(=O)N1CCN(c2nc(-c3ccc(OC)cc3)no2)CC1 returned miR122 inh -5, Cneo AK release -4, PGC1a acetyl inh -1, RAD54 inh -10 and PglD DTNB 1.
Screening Cc1ccccc1-n1cc(CNC(=O)CC2C(=O)NCCN2C/C=C/c2ccccc2)cn1 (stereo not drawn) returned miR122 inh -3, RAD52 anneal inh -11, ERAP1 inh -14, Cneo AK release 0, PGC1a acetyl inh -5, RAD54 inh -7 and PglD DTNB 0.
`CN(c1ccccc1)S(=O)(=O)c1ccc2[nH]c(=O)oc2c1` gave miR122 inh 5, RAD52 anneal inh -18, ERAP1 inh 1, Cneo AK release 5, PGC1a acetyl inh 17, RAD54 inh 1 and PglD DTNB 29*.
`CC1CCN(CCOc2ccc(C(=O)c3ccccc3)cc2)CC1` gave miR122 inh 5, RAD52 anneal inh -2, ERAP1 inh 6, Cneo AK release -2, PGC1a acetyl inh 8, RAD54 inh 10 and PglD DTNB 7.
For CC(=O)Nc1cc(-c2cccc(CO)c2)cn2c(-c3ccc(F)cc3)cnc12 the results were miR122 inh 9, E-sel inducer -0.9, RAD52 anneal inh -13, ERAP1 inh -1, Cneo AK release 9, RAD54 inh -16 and PglD DTNB 5.
`O=C1OC(Nc2ccccn2)c2ccccc21` (stereo not drawn) gave miR122 inh 9, Cneo AK release 0, PGC1a acetyl inh -7, RAD54 inh -10 and PglD DTNB 7.
Screening Nc1c2c(nc3ccccc13)CSCC2 returned miR122 inh -3, E-sel inducer 0.0, RAD52 anneal inh 8, ERAP1 inh 2, Cneo AK release -3, PGC1a acetyl inh -1, RAD54 inh 8 and PglD DTNB 0.
O=C(CNC(=O)c1ccc(OC(F)F)cc1)Nc1cccc(S(=O)(=O)N2CCCC2)c1 was read as miR122 inh 3, RAD52 anneal inh -16, ERAP1 inh -1, Cneo AK release 0, PGC1a acetyl inh -2, RAD54 inh 0 and PglD DTNB -5.
`C[C@H](CO)N1C[C@H](C)[C@H](CN(C)C)Oc2cc(-c3cncnc3)ccc2S1(=O)=O` gave miR122 inh 6[16.7 µM], E-sel inducer 0.4, RAD52 anneal inh 1, ERAP1 inh 2, Cneo AK release 1, PGC1a acetyl inh -7, RAD54 inh 4 and PglD DTNB -1.
Screening Nc1ccc(O)c(-c2nc3ccccc3s2)c1 returned miR122 inh -3, Cneo AK release 0, PGC1a acetyl inh 32, RAD54 inh 9 and PglD DTNB 0.
For Cc1cc(=O)n2nc(N3CCCC3C(=O)Nc3cccc(F)c3)sc2n1 (stereo not drawn) the results were miR122 inh 12, E-sel inducer -0.7, RAD52 anneal inh -16, ERAP1 inh 2, Cneo AK release -1, PGC1a acetyl inh -7, RAD54 inh -5 and PglD DTNB 2.
Screening COc1cc(/C=C2\SC(=S)N(Nc3ncc(C(F)(F)F)cc3Cl)C2=O)ccc1O returned miR122 inh -4, Cneo AK release -2, PGC1a acetyl inh -6, RAD54 inh -10 and PglD DTNB -3.
Screening O=c1oc(C2(O)CCCCC2)cc2ccc(Br)cc12 returned E-sel inducer 0.0, RAD52 anneal inh -42, ERAP1 inh -5, Cneo AK release 2, RAD54 inh 4 and PglD DTNB -1.
For COc1ccc(N2CCN(C(=O)COC(=O)c3cccc(S(=O)(=O)Nc4cccc(C)c4)c3)CC2)cc1 the results were miR122 inh 63, RAD52 anneal inh -15, ERAP1 inh -1 and PGC1a acetyl inh -11.
`CCN(CC)c1ccc(N2C(=O)c3ccccc3C2=O)cc1` gave miR122 inh 2, RAD52 anneal inh -11, ERAP1 inh 2, Cneo AK release -1, PGC1a acetyl inh 49, RAD54 inh -5 and PglD DTNB 0.
For CCN1CCN(CCNC(=O)c2ccc(CS(=O)c3ccc(Br)cc3)o2)CC1 (stereo not drawn) the results were miR122 inh -5, RAD52 anneal inh -4, ERAP1 inh -5, Cneo AK release -1, PGC1a acetyl inh 0, RAD54 inh 2 and PglD DTNB -1.
`CCNc1nc(NCC)n2c(SC(C)C(=O)c3ccc(C)cc3)nnc2n1` (stereo not drawn) gave miR122 inh -4, E-sel inducer -0.1, RAD52 anneal inh -6, ERAP1 inh -5, Cneo AK release 4, PGC1a acetyl inh 7, RAD54 inh 0 and PglD DTNB 5.
For CC1Oc2ccccc2N(CC(=O)N2CCCCC2)C1=O (stereo not drawn) the results were miR122 inh -1, RAD52 anneal inh 0, ERAP1 inh 1, Cneo AK release -3, PGC1a acetyl inh -12, RAD54 inh -2 and PglD DTNB 25*.
COc1ccc(C)cc1NC(=O)CSc1nnc(-c2ccc(C)cc2)o1 was read as miR122 inh 6, E-sel inducer 0.0, RAD52 anneal inh -13, Cneo AK release -2, PGC1a acetyl inh -3, RAD54 inh 4 and PglD DTNB -1.
For Cc1ccc(S(=O)(=O)N2CCCC(C(=O)N3CCN(C)CC3)C2)cc1 (stereo not drawn) the results were RAD52 anneal inh -4, ERAP1 inh 0, Cneo AK release 0, PGC1a acetyl inh -4, RAD54 inh 12 and PglD DTNB 3.
`C[C@@H]1CN([C@H](C)CO)C(=O)c2cccc(NS(C)(=O)=O)c2O[C@H]1CN(C)Cc1ccc(Oc2ccccc2)cc1` gave miR122 inh 14[16.7 µM], E-sel inducer 3.8, RAD52 anneal inh -3, ERAP1 inh 3, Cneo AK release -3, PGC1a acetyl inh 1, RAD54 inh 8 and PglD DTNB -3.
`C[C@@H]1CN([C@H](C)CO)C(=O)c2cc(-c3ccc(F)cc3)cnc2O[C@H]1CN(C)S(C)(=O)=O` gave miR122 inh -4[16.7 µM], E-sel inducer 0.3, RAD52 anneal inh 0, ERAP1 inh 3, Cneo AK release -1, PGC1a acetyl inh -8, RAD54 inh -4 and PglD DTNB 3.
`Cc1ccc(NC(=O)CNC(=O)C2CCCCC2)nc1` gave miR122 inh -5, E-sel inducer 0.5, RAD52 anneal inh -8, ERAP1 inh -4, Cneo AK release 1, PGC1a acetyl inh 11, RAD54 inh -2 and PglD DTNB 5.
CN(C)C(=O)c1cccc(-c2ccc3c(c2)[C@H]2[C@H](CCN2Cc2nccs2)[C@@H](CO)N3)c1 was read as miR122 inh -9[16.7 µM], E-sel inducer 0.3, RAD52 anneal inh -25, ERAP1 inh -16, Cneo AK release -17, PGC1a acetyl inh 12, RAD54 inh 1 and PglD DTNB 4.
Screening COc1ccc(/C=C/C(=O)O)cc1S(=O)(=O)N1CCCC1 returned miR122 inh -4, E-sel inducer 0.3, RAD52 anneal inh -14, ERAP1 inh -1, Cneo AK release 0, RAD54 inh 10 and PglD DTNB -7.
C[C@@H]1CN([C@@H](C)CO)C(=O)c2cc(-c3ccccc3)cnc2O[C@@H]1CN(C)C(=O)Nc1ccccc1F was read as miR122 inh -5[16.7 µM], E-sel inducer 1.5, RAD52 anneal inh 15, ERAP1 inh -9, Cneo AK release 1, PGC1a acetyl inh -7, RAD54 inh -3 and PglD DTNB 0.
Cn1c(NC(=O)c2ccc(Cl)cc2Cl)cc(=O)n(C)c1=O was read as miR122 inh 1, E-sel inducer 1.6, RAD52 anneal inh -11, ERAP1 inh 0, Cneo AK release -1, PGC1a acetyl inh -1, RAD54 inh -10 and PglD DTNB 1.
`O=C(Nc1cccnc1)c1cc(-c2ccc(Cl)cc2Cl)on1` gave miR122 inh -3, RAD52 anneal inh -29, ERAP1 inh 0, Cneo AK release -1, RAD54 inh -14 and PglD DTNB -4.
`O=C(CCC(=O)N1CCCC1)N1CCCC1` gave miR122 inh -1, E-sel inducer -0.2, RAD52 anneal inh -2, ERAP1 inh 3, Cneo AK release 2, PGC1a acetyl inh -2, RAD54 inh 3 and PglD DTNB 1.
C[C@H](O)C#Cc1cnc2c(c1)C(=O)N([C@H](C)CO)C[C@H](C)[C@H](CN(C)C(=O)c1ccncc1)O2 was read as miR122 inh -1[16.7 µM], E-sel inducer 0.0, RAD52 anneal inh 14, ERAP1 inh -1, Cneo AK release 5, PGC1a acetyl inh 5, RAD54 inh -12 and PglD DTNB 2.
For C[n+]1nc(Nc2ccccc2)sc1-c1ccc(O)cc1 the results were miR122 inh 1, E-sel inducer -0.4, RAD52 anneal inh -19, ERAP1 inh 1, Cneo AK release 1, PGC1a acetyl inh -13, RAD54 inh -8 and PglD DTNB -5.
Screening COc1ccc([C@H]2CC(=O)C=C(c3ccc(C)c([N+](=O)[O-])c3)C2)cc1 returned miR122 inh 49, E-sel inducer -0.1, RAD52 anneal inh -15, ERAP1 inh 4, Cneo AK release 2, RAD54 inh -2 and PglD DTNB -1.
`O=C1c2ccccc2C(O)N1c1cccnc1` (stereo not drawn) gave E-sel inducer 0.0, RAD52 anneal inh -3, ERAP1 inh 0, Cneo AK release 2, RAD54 inh 5 and PglD DTNB 1.
For COc1ccccc1CC(=O)Nc1cc(C)ccn1 the results were miR122 inh -1, RAD52 anneal inh -17, ERAP1 inh -3, Cneo AK release 2, PGC1a acetyl inh -1, RAD54 inh -3 and PglD DTNB 7.

Bioassay records: PubChem BioAssay, Broad Institute
